Screens from PubChem.
cardiac RTF act – cardiac RTF calcium sensitization; IANBD-labeled TnC RTF fluorescence at EC20 calcium; 0% EC20 calcium, 100% full calcium; P19429+P45379; actives 0.24% (n = 340,000); activation, % at 7.2 µM;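 active = activation above the mean over all tested compounds plus 3 SD, cut at about 30% in these data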;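 note: rise in fluorescence read as greater calcium sensitivity of cardiac thin filaments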
DAGLB inhibitor – blocks human DAGLB lipase activity; inhibition, % at 5.17 µM; AID 504411; actives 0.059% (n = 340,000); HEK293T DAGLB membrane lysate, EnzChek fluorogenic substrate; in the data active = inhibition above about 34%;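 note: 0% = enzyme with vehicle and 100% = wells lacking enzyme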
SR-BI uptake up – SR-BI HDL lipid transfer activation; CHO ldlA[mSR-BI] cells, DiI-HDL uptake fluorescence, 3 h; 100 = double the neutral-control signal; activation, % at 12.5 µM; actives 0.096% (n = 320,000);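 active = mean replicate activation of at least 60% and every replicate at or above 60%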;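 note: 0% = median plate neutral-control signal and 100% = twice that signal; values of inactives mirror those of a sister screen read the other way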
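Test system: SR-BI-overexpressing, LDLR-lacking CHO cells; Medium: Ham's F12 with 0.5% BSA, HEPES 25 mM, pH 7.4; Schedule: 3 h, 37 °C; Technique: bottom-read fluorescence, 550/595 nm.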
LANA DNA inh – KSHV C-LANA DNA binding inhibition. inhibition, % at 9 µM. AID 504423. MBP-C-LANA/FAM-LBS DNA binding, fluorescence polarization. actives 0.078% (n = 340,000);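 active = highest replicate inhibition at or above 60% at 9 µM, even if other replicates fall short; inactive = all replicates below 60% inhibition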;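 note: 0% = neutral control wells and 100% = 4 µM acridine orange control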
PKA-R2B act – activators of human PKA-R2B complex; activation, % at 11.4 µM; actives 0.079% (n = 340,000); AID 504700; P22694+P31323; PKA-R2B holoenzyme dissociation, Cy5-IP20 fluorescence polarization; R2B truncated from residue 108, S112A mutant; 0% DMSO only, 100% 113 µM cGMP;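 active = activation above a cutoff set at the mean over all compounds plus 3 SD, cut at about 18% in these data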;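 note: higher means more holoenzyme dissociation and a rise in polarization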
Keap1 Nrf2 FP – Keap1-Nrf2 (human) interaction inhibition; Q14145; Keap1 Kelch-Nrf2 peptide fluorescence polarization, 1536-well; actives 0.15% (n = 340,000); inhibition, % at 9.4 µM; in the data active = inhibition above about 12%;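 note: human Keap1 Kelch domain with fluorescein labeled Nrf2 9mer peptide probe; 0% = neutral control wells and 100% = peptide positive control; higher means more block of Keap1 binding to Nrf2 peptide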
Target sequence (Q14145 whole entry, looked up, the tested form may be a part): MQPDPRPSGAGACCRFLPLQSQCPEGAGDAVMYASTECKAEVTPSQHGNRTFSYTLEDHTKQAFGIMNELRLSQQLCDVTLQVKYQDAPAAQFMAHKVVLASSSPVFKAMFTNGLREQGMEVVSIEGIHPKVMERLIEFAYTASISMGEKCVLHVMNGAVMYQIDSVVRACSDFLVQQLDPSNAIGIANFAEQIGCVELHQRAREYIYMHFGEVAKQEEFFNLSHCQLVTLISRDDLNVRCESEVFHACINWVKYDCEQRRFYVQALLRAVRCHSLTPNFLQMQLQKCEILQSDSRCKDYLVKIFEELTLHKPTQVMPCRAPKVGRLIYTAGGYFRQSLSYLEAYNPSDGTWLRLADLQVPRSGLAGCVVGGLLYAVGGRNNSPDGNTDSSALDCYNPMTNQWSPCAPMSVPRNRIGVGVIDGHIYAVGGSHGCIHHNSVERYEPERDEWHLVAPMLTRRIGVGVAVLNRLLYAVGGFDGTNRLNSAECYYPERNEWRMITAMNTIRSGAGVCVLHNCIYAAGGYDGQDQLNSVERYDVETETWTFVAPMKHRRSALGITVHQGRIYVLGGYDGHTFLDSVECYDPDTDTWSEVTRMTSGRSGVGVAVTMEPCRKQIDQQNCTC
Rtt109 HAT inh – C. albicans Rtt109 histone acetyltransferase inhibition | Q5AAJ8 | inhibition, % at 34.9 µM | actives 0.16% (n = 330,000) | purified Rtt109/Vps75, ThioGlo CoA-SH fluorescence, 4 h;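 active = inhibition of at least 50% in every replicate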
Target sequence (Q5AAJ8 whole entry, looked up): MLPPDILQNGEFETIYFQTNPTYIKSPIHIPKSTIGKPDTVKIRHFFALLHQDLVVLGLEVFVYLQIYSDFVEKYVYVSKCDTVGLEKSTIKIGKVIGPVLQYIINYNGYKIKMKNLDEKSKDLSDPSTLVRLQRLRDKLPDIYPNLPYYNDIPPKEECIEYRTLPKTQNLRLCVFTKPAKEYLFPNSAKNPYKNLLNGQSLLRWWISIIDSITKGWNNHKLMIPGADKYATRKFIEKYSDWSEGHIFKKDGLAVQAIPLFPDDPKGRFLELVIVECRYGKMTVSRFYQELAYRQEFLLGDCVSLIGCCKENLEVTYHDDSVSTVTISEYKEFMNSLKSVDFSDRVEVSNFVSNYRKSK
Cardiac RTF inh – cardiac RTF calcium desensitization; actives 0.12% (n = 340,000); AID 493244; IANBD-labeled cardiac RTF, Ca2+ fluorescence; inhibition, % at 7.15 µM; P19429+P45379;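 active = inhibition above the mean inhibition of all tested compounds plus 3 SD, cut at about 17% in these data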;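 note: assay run at fixed EC70 calcium of 1.6 mM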
CAL PDZ FP-1 – blocks peptide binding to the human CAL PDZ domain | actives 0.92% (n = 300,000) | purified CAL PDZ, TMR-peptide fluorescence polarization, 1 h | inhibition, % at 24.9 µM | AID 602252 | Q9HD26;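 active = mean inhibition of at least 30% with at least half of replicates also reaching 30%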;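 note: 0% = DMSO neutral control and 100% = excess unlabeled competitor peptide PRC23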
CAL PDZ FP-2 – inhibitors of human CAL PDZ peptide binding; Q9HD26; purified CAL PDZ, TMR-peptide fluorescence polarization, 1 h; inhibition, % at 20 µM; actives 0.02% (n = 330,000); AID 504414;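 active = highest replicate inhibition of at least 40%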;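 note: plate controls were DMSO neutral control wells for no effect and unlabeled competitor peptide control wells for full effect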
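material = purified tagged CAL PDZ domain construct (CerCALP) | buffer or medium = sodium phosphate/NaCl buffer pH 7.4 with TCEP, IgG, Thesit | reagent = TMR-labelled reporter peptide T*-PRC34 bound in PDZ groove | incubation = 1 h room-temperature incubation prior to read | measured by = fluorescence polarization (mP) | evaluation = percent inhibition from loss of millipolarization | control set = unlabelled peptide and DMSO controls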
* = called active by the depositor; x = not tested or not shown.

canonical_smiles | cardiac RTF act | DAGLB inhibitor | SR-BI uptake up | LANA DNA inh | PKA-R2B act | Keap1 Nrf2 FP | Rtt109 HAT inh | Cardiac RTF inh | CAL PDZ FP-1 | CAL PDZ FP-2
CCNC(=S)N1CCN=C1Nc1nc(C)cc(C)n1 | x | x | 33 | -0.2 | x | 5 | -1 | x | 5 | -1.7
CCO[C@@H]1OC(C(=O)O)=C[C@H](C2CCCCC2)[C@H]1CCCO | 0 | 2 | 5 | -0.4 | -2 | -4 | 11 | 2 | -4 | -0.2
CC(=O)Cn1cnc2sc(-c3ccccc3)cc2c1=O | 2 | -3 | 4 | -0.4 | -6 | -1 | -20 | 0 | -3 | x
COc1ccc(C(=O)NCCN2C(=O)S/C(=C\c3cccnc3)C2=O)cc1[N+](=O)[O-] | -1 | -2 | x | -0.2 | -2 | 1 | 4 | -3 | 3 | -0.9
COc1ccc(OC)c(C2CC(=O)N3CN(c4ccc(C)c(Cl)c4)CSC3=C2C#N)c1 (stereo not drawn) | 5 | 4 | -22 | 0.0 | -3 | 5 | 91* | 2 | -3 | -0.1
CC(=O)Nc1ccc(NC(=O)C(C)OC(=O)CCCOc2ccc(Cl)cc2C)cc1 (stereo not drawn) | -5 | 5 | 7 | -4.5 | -8 | -5 | -1 | -4 | -1 | 0.1
CCCCOc1ccc(C(=O)NN2CCOCC2)cc1 | 8 | 3 | 18 | -1.0 | 1 | 3 | 5 | -13 | -2 | -0.7
CCC(=O)c1ccc(OCC(=O)NCCc2ccccn2)cc1 | 7 | -1 | 13 | -0.7 | 2 | -1 | 12 | -4 | 1 | -2.3
O=C(NCc1ccc(Cl)cc1)C1CCN(S(=O)(=O)c2ccc(F)cc2)CC1 | 13 | -1 | 2 | 0.3 | -5 | 2 | 5 | -1 | -2 | -0.1
O=C(NNC1=NCCCCC1)c1cccc([N+](=O)[O-])c1 | -1 | 1 | 36 | -1.2 | 0 | 1 | 2 | 0 | 1 | 0.4
C=CCn1c(=S)[nH]c2nc3c(cc2c1=O)CCCC3 | -1 | -2 | 22 | -1.8 | -4 | -2 | 9 | -5 | -4 | -2.6
COc1ccc(CCNC(=O)CCNC(=O)c2ccc(Cl)cc2)cc1OC | -3 | 0 | 30 | 1.6 | 2 | 0 | -7 | -26 | 13 | -0.6
COc1ccc(C(=O)NCC2(c3ccccc3)CCOCC2)cc1 | 6 | -1 | -21 | -0.6 | -3 | -2 | -7 | -7 | x | -0.8
Cc1sc2ncn(-c3ccccc3)c(=O)c2c1C | 1 | -1 | -17 | -1.2 | -7 | 2 | 6 | 8 | -2 | -2.1
CC(/C=C/c1ccc2c(c1)OCO2)=N/NC(=O)c1ccc(C)nc1 | 3 | -2 | -12 | -1.9 | -5 | -6 | 1 | 7 | -1 | -0.6

Other structures follow:
canonical_smiles | cardiac RTF act | DAGLB inhibitor | SR-BI uptake up | LANA DNA inh | PKA-R2B act | Keap1 Nrf2 FP | Rtt109 HAT inh | Cardiac RTF inh | CAL PDZ FP-1 | CAL PDZ FP-2
CS(=O)(=O)c1ccc(Cl)c(NC(=O)CN2C(=O)C3CCCCC3C2=O)c1 (stereo not drawn) | -2 | 2 | 11 | 0.8 | 0 | 2 | 3 | -3 | -2 | -3.1
CCOC(=O)[C@@H]1[C@H]2COc3ccc(Br)cc3[C@@H]2N2C(=O)N(c3ccc(C(F)(F)F)cc3)C(=O)[C@@]12C | 2 | -8 | 17 | -0.7 | -8 | -2 | 3 | 4 | 0 | -0.1
COc1ccc(C)cc1NC(=O)C(OC(=O)CNC(=O)c1cc(C)cc(C)c1)c1ccccc1 (stereo not drawn) | 5 | -4 | -31 | 0.3 | 0 | -4 | 23 | -8 | 0 | -0.8
CCCC1(c2ccccc2)NC(=O)N(CC(=O)Nc2cc(C)on2)C1=O (stereo not drawn) | 6 | 1 | 10 | -1.1 | 3 | -4 | 2 | 5 | -3 | -2.7
CCOc1ccc(C2C(C#N)=C(N)Oc3cc(C)oc(=O)c32)cc1 (stereo not drawn) | 3 | 2 | -8 | 2.2 | 6 | -2 | -1 | 3 | -3 | -0.6
O=C(Nc1ccc(Cl)cc1)Nc1nnc(CSCc2ccccc2)s1 | -7 | 0 | 8 | 1.2 | 9 | -2 | 20 | -3 | -6 | 0.2
Cc1ccc(C(C(=O)NC2CCCCC2)N(Cc2ccco2)C(=O)Cn2cnc3ccccc32)cc1 (stereo not drawn) | -5 | 5 | 29 | -0.6 | 4 | -3 | 2 | -7 | 0 | -2.2
CCc1noc(C)c1C(=O)N1CCN(S(=O)(=O)c2cccs2)CC1 | -2 | 0 | -6 | 0.1 | 7 | 0 | -4 | -2 | 50* | -0.1
CCOCCCn1c(=NC(=O)c2cccs2)c(C#N)cc2c(=O)n3cccc(C)c3nc21 | 22 | -6 | -21 | 14 | -7 | 13* | 8 | -16 | x | -0.5
CCOC(=O)c1ccc(NC(=S)N(CCN(C)C)C(C)c2ccncc2)cc1 (stereo not drawn) | 0 | -4 | -11 | -1.8 | 7 | 3 | -6 | -7 | x | -1.0
Cc1[nH]c2ccccc2c1C(=O)CN1CCCCC1C (stereo not drawn) | 8 | 3 | -3 | -1.6 | -5 | -3 | 1 | -4 | 7 | x
CCN(CC)S(=O)(=O)c1ccc(N2CCOCC2)c(NC(=O)CN2C(=O)NC3(CCCC3)C2=O)c1 | -3 | -6 | 0 | -2.0 | -4 | -6 | -3 | -10 | -5 | -1.1
O=C(CSc1nnnn1-c1ccccc1)NCC1(N2CCCCC2)CCCCC1 | -1 | -1 | x | 0.1 | 5 | -1 | -3 | -3 | -7 | -2.1
Cc1ccc(S(=O)(=O)N2[C@@H](c3ccc(Br)cc3)C(C(=O)O)=CC[C@H]2c2ccc3c(c2)OCO3)cc1 | -6 | 7 | -6 | 1.8 | -8 | 0 | 0 | 0 | -7 | -0.7
COc1cc(OC)cc(C(=O)OCC(=O)Nc2ccc(N3CCCCC3)cc2)c1 | 2 | -1 | -32 | 3.3 | 6 | 5 | -3 | -4 | -3 | x

Carrying on.
canonical_smiles | cardiac RTF act | DAGLB inhibitor | SR-BI uptake up | LANA DNA inh | PKA-R2B act | Keap1 Nrf2 FP | Rtt109 HAT inh | Cardiac RTF inh | CAL PDZ FP-1 | CAL PDZ FP-2
Cc1nn2c(N)c(C#N)cnc2c1-c1ccccc1 | 0 | 0 | 8 | 1.4 | -6 | -1 | -5 | 3 | -3 | -1.8
Cc1ccc(/C=C/C(=O)Nc2cc(S(=O)(=O)N3CCOCC3)ccc2N2CCOCC2)cc1 | 1 | -2 | 8 | -2.3 | -2 | 4 | -9 | -8 | -4 | -1.6
Brc1csc(/C=N/Nc2nc3ccccc3s2)c1 | -6 | 2 | -47 | -0.2 | -11 | 1 | -6 | -3 | 2 | -0.8
Cc1ccc(OCCNC(=O)C2CC(=O)N(c3ccc(C)cc3)C2)cc1 (stereo not drawn) | 3 | 2 | -11 | -0.2 | -3 | -3 | 2 | -9 | -4 | -1.6
CN(C)S(=O)(=O)c1ccc2nnn(OCC(=O)NC34CC5CC(CC(C5)C3)C4)c2c1 | -6 | -2 | 6 | 1.1 | -6 | 0 | 9 | 9 | -1 | -1.4
CN1CCc2c(sc(NC(=O)Cc3ccccc3)c2C#N)C1 | -1 | -1 | 5 | 0.5 | 4 | -3 | -6 | 0 | x | -0.5
C[C@@]12C(=O)N(c3ccc(C(F)(F)F)cc3)C(=O)N1[C@@H]1c3ccccc3OC[C@@H]1[C@H]2c1ccccc1 | 0 | -30 | 7 | -2.2 | -7 | 4 | 5 | -2 | -4 | 0.4
O=C(NCCCN1CCCC1=O)c1cc2c(s1)CCCCC2 | 3 | -4 | 25 | -0.7 | -1 | -2 | -11 | -3 | 80* | x
Cc1ccccc1N(C=O)c1ccccc1C | -9 | -1 | -13 | -1.9 | -2 | 0 | -8 | 1 | x | -0.7
COc1cccc(N2CC(NC(=O)c3cccc4ccccc34)CC2=O)c1 (stereo not drawn) | 3 | 2 | -3 | -0.4 | 2 | 2 | 2 | 8 | x | -0.7
Cc1ccc(NC(=O)C2CCCN2S(=O)(=O)c2ccc3c(c2)n(C)c(=O)c(=O)n3C)cc1C (stereo not drawn) | 1 | 4 | x | 0.9 | -5 | 5 | 4 | -4 | x | 0.0
O=C(NCCO)c1ccc2nc(Cc3cccc(Cl)c3)oc2c1 | 5 | -1 | -1 | -1.4 | 1 | -2 | -7 | -8 | x | -1.1
COc1ccccc1N1CCN(C(=O)C(F)F)CC1 | 7 | 4 | 2 | 0.5 | 6 | 2 | 0 | -25 | -4 | -0.3
CC(=O)Nc1cccc(-c2csc(Nc3cccc(C)n3)n2)c1 | 0 | -1 | -76 | -1.6 | -10 | -5 | 65* | 3 | -2 | -2.1
O=C1NC(=S)CN1c1ccccc1 | 2 | -2 | 5 | -0.4 | -2 | -2 | 141* | 0 | -10 | -0.2

(continued)
canonical_smiles | cardiac RTF act | DAGLB inhibitor | SR-BI uptake up | LANA DNA inh | PKA-R2B act | Keap1 Nrf2 FP | Rtt109 HAT inh | Cardiac RTF inh | CAL PDZ FP-1 | CAL PDZ FP-2
Cc1ccc(N(CC(=O)NCc2ccccc2Cl)S(=O)(=O)c2cccs2)cc1 | 6 | -10 | 2 | 1.3 | -7 | 4 | x | 0 | -2 | -2.5
O=C(CN1C(=O)NC2(CCCCC2)C1=O)Nc1ccc(N2CCOCC2)cc1 | 1 | 1 | 24 | 0.6 | 7 | -1 | 3 | -19 | -2 | 0.1
COCCCNC(=S)NNC(=S)Nc1ccccc1 | x | x | -3 | -2.1 | x | -4 | 9 | x | -1 | -1.8
Cc1cc(C(=O)Nc2nc3ccc(S(C)(=O)=O)cc3s2)c(C)o1 | -2 | 2 | -82 | 0.7 | 7 | -5 | 5 | -4 | -4 | 0.0
Nc1c(N(CCO)C(=O)C2CCCCC2)c(=O)[nH]c(=O)n1Cc1ccccc1 | 3 | 2 | -30 | 1.4 | -2 | 3 | 5 | -4 | -4 | -2.9
CCN(Cc1ccccc1)CC(O)COc1ccccc1 (stereo not drawn) | 4 | 1 | 37 | -0.3 | -2 | -4 | 8 | -6 | 1 | 0.9
O=C(COc1ccc2c(c1)C(=O)CC1(CCCCC1)O2)NCc1ccccc1 | -5 | -4 | 1 | -1.9 | -16 | 1 | x | 9 | -1 | -4.6
COc1cc(-c2noc(CCC(=O)NC3CCCC3)n2)cc(OC)c1OC | -5 | 0 | x | -1.0 | 1 | -3 | 1 | 0 | 4 | -2.4
